Assay outcomes: PubChem BioAssay, several laboratories
PvdQ acylase: blocks Pseudomonas aeruginosa PvdQ acylase activity; purified PvdQ acylase, fluorescence plate reader; inhibition, % at 10 µM; actives 0.063% (n = 340,000); AID 488965; in the data active = inhibition above about 30%, passing the limit was not always enough; inconclusive = no clear call, values can overlap the other calls;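 also: 0% = vehicle neutral wells and 100% = reference inhibitor wells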
HTR5A ag: counter-screen for OPRM1-OPRD1 agonists: human HTR5A agonism; P47898; HTR5A agonist assay, luminescence, cell-based; activation, % at 9.3 µM; actives 0.61% (n = 340,000); AID 504692; in the data active = activation mostly above about 9.5%, no sharp cut-off; inactive = mostly below about 7.6%;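 also: 0% = cells with vehicle only and 100% = reference agonist; strong numbers were not always called active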
Target sequence (P47898 whole entry, looked up): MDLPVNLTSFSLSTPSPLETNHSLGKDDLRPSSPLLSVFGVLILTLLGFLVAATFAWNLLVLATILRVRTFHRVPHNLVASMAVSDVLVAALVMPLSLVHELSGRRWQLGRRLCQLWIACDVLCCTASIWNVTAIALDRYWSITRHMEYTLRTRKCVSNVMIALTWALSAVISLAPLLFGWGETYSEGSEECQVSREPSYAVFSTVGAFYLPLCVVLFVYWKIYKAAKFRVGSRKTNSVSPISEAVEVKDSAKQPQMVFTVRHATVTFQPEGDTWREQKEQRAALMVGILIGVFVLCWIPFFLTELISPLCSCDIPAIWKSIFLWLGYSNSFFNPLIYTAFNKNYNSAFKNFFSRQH
CDK5 p35 inh: CDK5/p35 (human) kinase inhibition | Recombinant CDK5/p35, ADP-Glo luminescence, 60 min | inhibition, % at 10 µM | actives 0.01% (n = 330,000);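 active = highest replicate inhibition of at least 50% and at least 75% of replicates reaching 50%; inconclusive = only one of the two criteria met; inactive = both criteria failed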;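 also: plate controls were DMSO neutral control for no effect and GW8510 at 10 µM for full effect; many of its hits are not listed in these tables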
MITF TRPM1 HTS: MITF TRPM1 promoter activation in melanoma cells; SK-MEL-5 TRPM1-promoter luciferase, 24 h; % of positive control, neutral wells = 0; activation, % at 12.5 µM; actives 0.75% (n = 300,000); AID 588334;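 active = mean activation of at least 80% with every replicate also reaching 80%; inconclusive = mean reaches 80% but some replicate falls short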;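 also: 0% = neutral control wells and 100% = parthenolide positive control wells; values of inactives mirror those of a sister screen read the other way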
NSD2 HMT inh: NSD2 (human) methyltransferase inhibition. O96028. actives 0.54% (n = 310,000). NSD2 peptide methylation, AlphaScreen, 120 min. inhibition, % at 12.5 µM; in the data active = inhibition above about 50%
Wnt act: activates Wnt/beta-catenin signaling in a reporter cell assay | activator, plate reader | activation, % at 9.35 µM | actives 1.2% (n = 300,000) | AID 743398; in the data active = activation above about 30%, passing the limit was not always enough; inconclusive = no clear call, values can overlap the other calls;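 also: 0% = neutral control wells and 100% = positive control wells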
SR-BI DiI inh: blocks mouse SR-BI lipid uptake from DiI-HDL | ldlA[mSR-BI] CHO cells, DiI-HDL uptake fluorescence, 3 h | Q61009 | inhibition, % at 12.5 µM | actives 0.96% (n = 320,000);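 active = mean replicate inhibition of at least 70% and a set share of replicates each scoring 70 or more; inconclusive = meets just one of the two criteria; inactive = fails both criteria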;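 also: 0% = median of neutral control wells and 100% = median of positive control wells; values of inactives mirror those of a sister screen read the other way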
Target sequence (Q61009 whole entry, looked up): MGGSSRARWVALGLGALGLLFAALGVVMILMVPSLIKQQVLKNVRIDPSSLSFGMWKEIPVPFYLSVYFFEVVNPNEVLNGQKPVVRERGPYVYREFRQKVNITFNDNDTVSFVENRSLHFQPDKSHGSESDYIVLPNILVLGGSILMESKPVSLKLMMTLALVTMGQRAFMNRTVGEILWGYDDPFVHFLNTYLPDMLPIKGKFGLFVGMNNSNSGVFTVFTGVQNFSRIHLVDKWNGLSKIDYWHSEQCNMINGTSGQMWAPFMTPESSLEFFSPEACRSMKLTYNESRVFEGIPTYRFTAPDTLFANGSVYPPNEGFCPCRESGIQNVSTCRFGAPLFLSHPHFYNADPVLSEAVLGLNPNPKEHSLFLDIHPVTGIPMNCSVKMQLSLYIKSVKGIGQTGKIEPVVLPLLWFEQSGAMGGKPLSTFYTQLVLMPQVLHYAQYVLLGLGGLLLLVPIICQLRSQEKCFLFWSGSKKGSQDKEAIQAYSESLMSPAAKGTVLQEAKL
dFosB act: enhances mouse delta FosB homodimer DNA binding. purified delta FosB, TAMRA-CDK5 oligo fluorescence polarization; percent of positive-control signal above neutral wells. actives 0.99% (n = 340,000). AID 493131. activation, % at 25 µM. P13346;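 active = mean activation above about 17%, with every replicate also reaching it, limit read from the data, passing the limit was not always enough; inconclusive = only one of the two conditions met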;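 also: fluorescence polarization rise as delta FosB binds a TAMRA Cdk5 AP-1 oligo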
V-ATPase pH: yeast V-ATPase proton transport regulation by pHLuorin; actives 0.37% (n = 350,000); S. cerevisiae, pHLuorin cytosolic pH fluorescence; response, % at 10 µM; in the data active = response mostly above about 7.3%, no sharp cut-off; inactive = mostly below about 5.4%; also: actives read high; inactives centre near 0; some compounds called inactive have numbers as strong as hits; reference of the scale not given here
HTR5A inv ag: inverse agonist of human HTR5A in OPRM1-OPRD1 counter-screen; HTR5A cell line, luminescence, inverse agonism; inhibition, % at 9.3 µM; actives 0.083% (n = 340,000); in the data active = inhibition mostly above about 23%, no sharp cut-off; inactive = mostly below about 18%;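 also: 0% = cells with DMSO and 100% = no-cell wells with DMSO; some compounds called inactive have numbers as strong as hits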
* marks the source's active call; other numbers are inactive results; ? = inconclusive; · = not tested or not shown.

SMILES	PvdQ acylase	HTR5A ag	CDK5 p35 inh	MITF TRPM1 HTS	NSD2 HMT inh	Wnt act	SR-BI DiI inh	dFosB act	V-ATPase pH	HTR5A inv ag
COc1ccc(N2CCN(C(=N)/C(C(C)=O)=C(\C)O)CC2)cc1	6	-2	-0.7	·	4	·	-6	6	-2	1
COn1c(SCC(=O)N(C)C)nc2ccccc2c1=O	-6	5	-0.9	5	1	1	-5	-5	0	22
O=C(Cn1cnc2nc3n(c2c1=O)CCC3)NCc1ccccc1	-4	0	0.1	-14	33	-2	-3	-4	1	10
Cc1ccccc1NC(=O)c1ccc(S(=O)(=O)N2CCCC2)cc1	-9	3	-0.1	2	0	-1	18	-14	6	-6
Cc1ccccc1N(C(=O)CS(=O)CC(=O)Nc1ccc(F)cc1)C(C)C(=O)NC(C)(C)C (centres undefined)	-2	3	0.5	-2	4	1	6	-4	3	-17
Nc1nnc(SCCOc2ccccc2)s1	-6	1	-1.4	18	2	6	-6	-2	0	-37
Cc1cccc(NC(=O)C2(c3cccs3)CCOCC2)n1	8	6	·	2	-2	6	-12	5	3	5
O=C(CN1CCCCCC1=O)N1CCN(S(=O)(=O)c2cccs2)CC1	-20	1	-3.3	15	-2	-10	-34	-1	-1	5
Cc1ccc(NC(=O)CCn2nc(C)cc2C)c(C)c1	-15	2	1.3	9	·	·	·	5	-2	-7
CCOC(=O)c1c(NC(=O)C2C3CCC(O3)C2C(=O)O)sc(C)c1-c1ccc(C)cc1 (centres undefined)	-15	1	0.1	2	29	·	-19	-4	2	-17
CCC1COCCS(=O)(=O)N1Cc1ccc(C)cc1 (centres undefined)	-5	1	0.5	4	·	·	-10	3	-1	-19
Cc1ccc(C2=NNC(C(O)C(O)C(O)C(O)CO)S2)cc1 (centres undefined)	4	-2	-0.3	30	-1	·	1	0	-5	-9
COCCCNC(=O)c1ccc(S(=O)(=O)c2ccc(C)cc2)c(NC(C)=O)c1	-11	2	2.1	-9	-4	2	15	-1	0	-6
O=C(CN1C2=NCCN2c2ccccc21)c1ccco1	-2	2	0.0	·	-3	-1	·	2	3	-7
CN(CC(=O)Nc1ccc(Cl)c(C(F)(F)F)c1)C(=O)C1CCN(C(=O)c2ccc(Cl)cc2)CC1	-12	7	-5.4	2	-1	-3	29	-25	3	-22
N/C(=N\OC(=O)COc1ccc(Cl)cc1Br)c1cccnc1	-3	1	0.1	?	-11	12	12	10	-2	7
Oc1ccc(/C=N/Nc2nn3cnnc3c3ccccc23)cc1	-9	0	1.5	7	-2	1	·	-3	1	9
O=C(O)c1cc(-c2ccccc2Cl)n[nH]1	9	4	-1.5	5	-49	·	-36	0	-10	-56
O=C(Nc1cc(Cl)ccc1N1CCOCC1)c1ccc(N2CCCCC2)c([N+](=O)[O-])c1	4	4	-1.4	19	·	-5	59	1	-3	-1
COC(=O)c1ccc2nc(NC(=O)CSCC(=O)OCC(=O)c3ccccc3)sc2c1	-5	-4	3.6	4	1	-2	-18	-2	7	1
Cn1cc(S(=O)(=O)Nc2ccc(F)c(Cl)c2)c(=O)n(C)c1=O	-2	1	0.8	·	·	-3	-19	-4	3	-5
O=C(CCc1nc2ccccc2c(=O)[nH]1)N1CCN(S(=O)(=O)c2cccc([N+](=O)[O-])c2)CC1	4	3	1.1	0	16	-1	-17	-3	-2	7
CN=C(N)NCCC[C@H](N)C(=O)O	5	-2	-0.8	-4	·	-4	-12	2	-6	6
Cc1nn(C)c2ncc(C(=O)c3cc(F)ccc3O)cc12	0	-8	0.6	-1	-1	·	30	-10	-1	17
C=CCNC(=O)[C@H]1N2C(=O)c3ccccc3C2SC1(C)C (some centres undefined)	-5	0	-0.5	8	-4	2	2	-7	0	0
CC1=C(C(=O)Nc2cccc(C(=O)N3CCN(c4cccc(C(F)(F)F)c4)CC3)c2)SCCO1	-11	-2	·	14	8	-7	27	-12	3	-27
Cc1ccc(C(=O)NCCc2csc(C)n2)cc1	-8	-3	-0.4	27	·	11	-21	7	-2	14
CCOc1ccc(OCCCCNC(C)(C)C)cc1	15	-1	-0.4	-9	0	-5	-25	1	-2	11
C/C(N)=C(/C#N)C(=O)CSc1n[nH]c(-c2cccs2)n1	-12	-3	-3.7	33	-3	16	-25	-9	-3	7
COc1ccccc1N1CCN(C(c2cc3ccc(C)cc3[nH]c2=O)c2nnnn2C2CCCC2)CC1 (centres undefined)	13	-3	0.5	·	2	-3	-4	-5	1	8
Nc1nc(NCCO)nc(N2CCCCCC2)c1[N+](=O)[O-]	-11	-2	5.6	1	1	0	-11	-5	1	6
COc1cc2c(C(=O)NCc3ccccn3)cn(C)c(=O)c2cc1OC	-1	1	0.3	·	-11	·	-8	2	6	-22
O=C(CN1C(=O)CSC1=O)NC1CCCCC1	-2	4	1.0	·	-5	·	2	0	6	-10
CCc1cc(=O)oc2c3c(cc(OCC(=O)NCCCOC)c12)OC(C)(C)CC3	-6	-5	-2.1	-11	-1	0	33	-18	1	19
CCN(C(=O)COC(=O)CCOc1ccccc1)c1c(N)n(Cc2ccccc2)c(=O)[nH]c1=O	-7	8	-0.4	-4	2	0	-8	-7	0	-20
COC(=O)c1ccc(NC(=S)N(Cc2cccnc2)Cc2ccco2)cc1	-11	-6	0.3	-11	1	-3	10	-4	0	16
CCOc1ccc(C(=O)Nc2ncn[nH]2)cc1	-1	1	-0.5	·	-3	-1	-1	4	1	-5
COc1ccccc1C(=O)Nc1ccc(-c2nnn(CC(=O)NCc3ccco3)n2)cc1	-12	1	1.7	19	-2	28	24	42*	1	-3
N#Cc1cn(-c2ccccc2)nc1-c1ccco1	3	10	-1.2	·	2	·	21	-7	1	-27
CCN1CCN(Cc2nc(N)nc(Nc3ccc(C)c(C)c3)n2)CC1	3	-2	0.2	0	95*	·	-22	-4	-1	5
CC1CC(C)CN(C(=O)c2ccc(C(=O)c3ccccc3)cc2)C1 (centres undefined)	-9	-3	-0.2	-2	-3	-5	14	-6	4	2
O=C(CN(C(=O)CCC(=O)Nc1ccccn1)c1ccc2c(c1)OCO2)NCc1ccco1	-3	-7	-2.5	-6	0	·	9	0	0	16
O=S(=O)(c1ccc(F)cc1)N1CCN(CC(O)COCC2CCCO2)CC1 (centres undefined)	-6	2	-0.6	-5	2	0	-8	-4	9.8*	-22
CC1CCCN(S(=O)(=O)CCNC(=O)c2ccccc2)C1 (centres undefined)	-7	3	-2.0	1	-5	-2	-19	-8	2	-8
NC1=NC(=O)/C(=C/c2ccc(Cl)cc2Cl)S1	-19	5	-8.3	11	-2	0	-2	?	6	-19
O=c1[nH]n(-c2ccc(Cl)cc2)c2ncccc12	5	1	-0.9	·	-1	2	·	-3	1	-4
CC(C(=O)Nc1sc2c(c1C(=O)NCc1ccco1)CCCC2)N1C(=O)c2ccccc2C1=O (centres undefined)	2	2	0.5	-13	1	·	14	1	-6	-18
CC1CCCCC12NC(=O)N(CC(=O)NCCc1c[nH]c3ccccc13)C2=O (centres undefined)	-6	-3	1.5	-1	2	-1	-11	-3	0	7
CCOC(=O)N1CCN(C(=O)NC2CCCCC2)CC1	-14	11	0.4	9	2	·	-22	1	1	-39
Cc1cc(C)c(C(=O)N2CCC(N3CCC(C(=O)NC(C)C)CC3)CC2)o1	9	1	2.6	3	0	0	3	-9	-4	-2
COCCN(CC(=O)NC1CCCCC1)C(=O)/C=C/C(=O)c1ccc(OC)cc1O	-11	2	-1.4	-94	4	0	46	-3	-3	-5
CC(C)n1nnnc1SCC(=O)NCc1ccco1	-11	0	0.1	5	5	·	-18	-2	-1	9
CSc1cccc(NC(=O)COc2cccc3ccccc23)c1	-11	3	-19	4	·	·	-16	0	-4	-7
CCN(CC)c1ccc(CN2CCC(C(=O)NCc3ccc(C)cc3)CC2)cc1	-12	6	-6.6	·	9	-2	5	-1	3	-17
COc1cc(NC(=O)Cc2nn(C)c(=O)c3ccccc23)cc(OC)c1OC	8	0	0.0	-10	-1	-1	-30	-3	-2	-10
O=C(CCCOc1ccc(Cl)cc1Cl)N/N=C\C1CCCCC1	0	1	3.0	0	-1	-3	1	-8	-1	-3
CCOC(=O)C1CCN(C(=O)CSc2c3c(nc4ccccc24)CCC3)CC1	-5	3	-9.1	-6	1	-1	-25	-4	-1	12
O=C1C2C3C=CC(C3)C2C(=O)N1c1ccc2c(c1)OCO2 (centres undefined)	-6	-1	1.6	-1	0	·	-8	-3	4	-10
CCOc1ccccc1C(=O)N/N=C/c1coc2ccc(C)cc2c1=O	-7	6	-0.8	-9	0	1	-11	-19	6	5
CCOC(=O)C1CCCN(C(=O)C(CCSC)NC(=O)COc2ccccc2)C1 (centres undefined)	1	0	0.5	-7	0	-2	-13	-5	0	9

2 consecutive entries already listed, quoted:
SMILES	PvdQ acylase	HTR5A ag	CDK5 p35 inh	MITF TRPM1 HTS	NSD2 HMT inh	Wnt act	SR-BI DiI inh	dFosB act	V-ATPase pH	HTR5A inv ag
CCOc1ccccc1C(=O)N/N=C/c1coc2ccc(C)cc2c1=O	-7	6	-0.8	-9	0	1	-11	-19	6	5
CCOC(=O)C1CCCN(C(=O)C(CCSC)NC(=O)COc2ccccc2)C1 (centres undefined)	1	0	0.5	-7	0	-2	-13	-5	0	9

Later entries:
SMILES	PvdQ acylase	HTR5A ag	CDK5 p35 inh	MITF TRPM1 HTS	NSD2 HMT inh	Wnt act	SR-BI DiI inh	dFosB act	V-ATPase pH	HTR5A inv ag
CN1C(=O)/C(=C/c2ccc(OCc3ccc(F)cc3)cc2)N(C)C1=S	10	-2	-0.7	11	-3	0	-10	-13	-1	7
O=C(NCCC1=CCCCC1)c1coc(=O)c(Br)c1	8	-3	-1.9	-4	-2	·	-12	2	2	-7
Cc1c(C(=O)NCCNc2ncc(C(F)(F)F)cc2Cl)cccc1[N+](=O)[O-]	-10	4	-0.6	-12	3	-1	32	-10	-3	-27
Cc1cc(C)nc(SCC(=O)O)n1	-6	-2	-0.7	-7	8	·	0	9	1	6
COCCNC(=O)C(c1ccc(C)cc1)N(C(=O)CCC(=O)Nc1ccccn1)c1ccccc1C (centres undefined)	-9	0	1.0	13	-2	0	-11	-17	2	0
COc1cccc(COC(=O)C2CCN(C(=O)c3ccc(F)cc3)CC2)c1OC	-8	-2	1.7	-2	-1	-4	0	-4	2	4
CCC(C)(C)NC(=O)c1ccc(S(=O)(=O)N(C)c2ccccc2OC)cc1	-7	-1	-0.4	2	-5	-3	16	-9	0	-12
CC1C(=O)CC(c2ccc([N+](=O)[O-])cc2)NC1c1ccc([N+](=O)[O-])cc1 (centres undefined)	-6	-3	-0.4	-3	7	0	21	5	-3	8
O=C(NCCc1ccc(Cl)cc1)C12CC3CC(CC(O)(C3)C1)C2	-9	2	0.4	21	-2	1	14	2	-1	26
O=C(/C=C/c1cccc(Cl)c1)NNC(=O)c1ccncc1	5	-12	-1.1	-2	-2	-2	-21	-6	-3	29
Cc1cc(C(=O)OCC(=O)N2CC(C)OC(C)C2)c(C)n1-c1ccccc1 (centres undefined)	-9	-2	-0.7	-1	3	-1	-23	-3	-2	6
Cc1ccc(/C=C/C(=O)O)cc1S(=O)(=O)NCc1ccco1	-16	5	1.1	-7	2	-1	6	7	-2	-6
Cc1cc(C)n(CCNCc2c(C(=O)N3C[C@@H](C)O[C@@H](C)C3)nc3ccc(Cl)cn23)n1	14	2	-1.3	4	11	-1	-24	2	2	-5
O=c1[nH]n(-c2ccccn2)c(=O)c2ccccc12	-8	4	-1.0	-5	-2	-3	·	2	7	-1
